Screens from PubChem.
SENP7 block – SENP7 protease inhibitors, primary screen, biochemical, luminescence, uHTS. 330,000 tested, 1.5% active. recombinant SENP7, Z-RLRGG-aminoluciferin luminescence, 40 min. inhibition, % at 5 µM;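 active = inhibition above about 50% at the single test dose, limit read from the data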;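 note: plate controls were DMSO with enzyme for no effect and no enzyme buffer wells for full effect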
SENP6 block – SENP6 protease inhibitors, primary screen, biochemical, luminescence, uHTS; Sentrin-specific protease 6 (Homo sapiens), Q9GZR1; Recombinant SENP6 catalytic domain, aminoluciferin luminescence; inhibition, % at 10 µM; 330,000 tested, 1.8% active; AID 2599, 2010;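 active = inhibition above about 50% at the single tested dose, limit read from the data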;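 note: plate controls were DMSO wells with enzyme for no effect and DMSO wells lacking enzyme for full effect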
Target sequence (Q9GZR1 628-1112 limits assumed): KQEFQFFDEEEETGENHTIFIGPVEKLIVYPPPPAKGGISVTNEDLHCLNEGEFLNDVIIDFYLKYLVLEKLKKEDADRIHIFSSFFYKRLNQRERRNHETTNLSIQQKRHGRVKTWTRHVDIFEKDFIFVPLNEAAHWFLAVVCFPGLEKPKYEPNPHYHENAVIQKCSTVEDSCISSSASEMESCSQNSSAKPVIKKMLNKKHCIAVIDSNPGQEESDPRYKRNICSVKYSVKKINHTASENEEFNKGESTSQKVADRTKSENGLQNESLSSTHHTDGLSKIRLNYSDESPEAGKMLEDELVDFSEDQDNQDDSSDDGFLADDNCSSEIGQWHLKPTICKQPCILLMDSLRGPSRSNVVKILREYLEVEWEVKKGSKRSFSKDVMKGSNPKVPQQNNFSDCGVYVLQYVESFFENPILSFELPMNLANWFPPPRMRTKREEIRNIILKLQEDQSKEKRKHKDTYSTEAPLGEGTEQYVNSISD
Apaf1 inhib – inhibitors of human Apaf-1 apoptosome, primary screen, biochemical, DEVD-Rh110 fluorescence, uHTS; reconstituted apoptosome caspase-3 activity; inhibition, % at 20 µM; 330,000 tested, 0.71% active; active = inhibition of at least 40% at 20 µM;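 note: plate controls were DMSO wells for no effect and DEVD-CHO caspase inhibitor wells for full effect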
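Material: cell-free apoptosome with Apaf-1, procaspase-3 and caspase-9; Buffer or medium: Hepes pH 7.5 with detergent and BSA; Reagent: cytochrome c trigger plus (Z-DEVD)2-Rh110 caspase-3 substrate; Times: compound with Apaf-1, dATP, procaspase-3 30 min, then 50 min reaction, room temperature; Technique: Rh110 fluorescence intensity.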
A3G deaminase – APOBEC3G DNA deaminase inhibitors, primary screen, biochemical, fluorescence, single-stranded DNA substrate, uHTS. inhibition, % at 20 µM. DNA dC->dU-editing enzyme APOBEC-3G (Homo sapiens), Q9HC16. 330,000 tested, 0.28% active. recombinant A3G, ssDNA deamination FAM/TAMRA fluorescence. AID 493012, 2011;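 active = inhibition of at least 40% at 20 µM, with no more than 30% in the related APOBEC3A deaminase screen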;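 note: plate controls were DMSO wells with A3G for no effect and wells lacking A3G enzyme for full effect; some compounds called inactive have numbers as strong as hits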
UBC13 polyUb – UBC13 polyubiquitin chain formation inhibitors, primary screen, biochemical, TR-FRET, uHTS. Ubiquitin-conjugating enzyme E2 N (Homo sapiens), P61088. inhibition, % at 20 µM. 330,000 tested, 0.47% active. AID 485273, 2010; in the data active = inhibition above about 45%, passing the limit was not always enough
Target sequence (P61088 whole entry, looked up): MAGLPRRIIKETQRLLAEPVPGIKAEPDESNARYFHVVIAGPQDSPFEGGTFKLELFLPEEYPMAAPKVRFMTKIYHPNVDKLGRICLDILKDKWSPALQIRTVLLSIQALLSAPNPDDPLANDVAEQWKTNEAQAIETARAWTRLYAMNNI
SENP1 inh – human SENP1 catalytic domain inhibitors, primary screen, biochemical, FRET, uHTS | inhibition, % at 10 µM | recombinant SENP1 catalytic domain, CyPet-SUMO1-YPet FRET cleavage | AID 624204, 2012 | 360,000 tested, 0.21% active;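 active = inhibition at least 30% at 10 µM, raw YFP signal under a set limit, fluorescence ratio 0.5 to 1.5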;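 note: 0% = enzyme with DMSO and 100% = no enzyme wells; some results filed as inactive read as strong as hits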
Target sequence (Q9P0U3 419-644 limits assumed): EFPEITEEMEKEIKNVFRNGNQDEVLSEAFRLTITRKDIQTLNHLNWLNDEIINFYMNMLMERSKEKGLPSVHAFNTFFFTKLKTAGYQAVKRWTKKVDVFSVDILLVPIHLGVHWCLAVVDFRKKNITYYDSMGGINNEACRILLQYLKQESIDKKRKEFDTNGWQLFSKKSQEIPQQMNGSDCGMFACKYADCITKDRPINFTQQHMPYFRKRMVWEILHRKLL
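system = hSENP1 catalytic domain, recombinant | reagent = SFCypet-SUMO1-SFYpet substrate at 25 nM | doses = one dose per compound, 10 µM, 0.5% DMSO | incubation = enzyme reaction for 50 min at room temperature, dark | measured by = FRET, CFP and YFP emission | controls = no-enzyme low, enzyme-DMSO high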
SENP8 block-1 – human SENP8 protease inhibitors, primary screen, biochemical, fluorescence, Nedd8 protein substrate, uHTS | 360,000 tested, 0.64% active | Sentrin-specific protease 8 (Homo sapiens), Q96LD8 | recombinant SENP8 | AID 602440, 2012 | inhibition, % at 20 µM; in the data active = inhibition mostly above about 40%, no sharp cut-off; inactive = mostly below about 27%
Target sequence (Q96LD8 whole entry, looked up): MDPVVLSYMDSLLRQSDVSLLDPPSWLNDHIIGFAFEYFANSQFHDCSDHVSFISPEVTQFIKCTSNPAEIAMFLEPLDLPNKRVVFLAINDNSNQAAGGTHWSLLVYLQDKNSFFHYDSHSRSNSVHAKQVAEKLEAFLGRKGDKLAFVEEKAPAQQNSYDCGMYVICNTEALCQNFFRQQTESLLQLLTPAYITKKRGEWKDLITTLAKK
SENP8 block-2 – SENP8 protease inhibitors, primary screen, biochemical, luminescence; purified SENP8, Z-RLRGG-aminoluciferin cleavage; 330,000 tested, 1.2% active; inhibition, % at 10 µM; Sentrin-specific protease 8 (Homo sapiens), Q96LD8; AID 2540, 2010; in the data active = inhibition above about 50%
Active calls of the source: *; & = joins results of further samples.

[1] COc1ccc(-c2cc(=O)oc3cc(OC(C)C(=O)NCc4ccccn4)ccc23)cc1 (stereo unspecified)
[2] Cc1ccnc(NS(=O)(=O)c2cc(-c3cc(C)no3)ccc2C(C)C)c1
[3] CC(=O)NC(=S)Nc1cccc2c(C)cc(C)nc12
[4] Cc1ccc(C2NCCS2)cc1 (stereo unspecified)
[5] CC(=O)N1CCCc2ccc(NS(=O)(=O)c3ccccc3)cc21
[6] CS(=O)(=O)N1N=C(c2cccs2)CC1c1ccco1 (stereo unspecified)

screen / no.	1	2	3	4	5	6
UBC13 polyUb	11	-7	-2	-8	-7	16
Apaf1 inhib	14	14	3	-5	5	-8
SENP8 block-2	-7	-6	-2	-3	-6	1
SENP7 block	0	-7	8	6	-6	3
SENP8 block-1	-33	-379	7	12	4	-2
SENP6 block	2	12	0	2	-9	-12
A3G deaminase	2	-2	1	-2	-6	-4
SENP1 inh	-14	-3	0	1	-2	-32

[7] CCN1CCN(Cc2ccc(NC(=O)c3cc(NC(=O)C(=O)c4c[nH]c5ccccc45)cc(OC)c3)cc2C(F)(F)F)CC1
[8] CCCCC1S/C(=N/N=C/c2cccs2)NC1=O (stereo unspecified)
[9] O=c1cccc(-c2ccc(Br)cc2)o1
[10] O=C(NCc1ccccc1)Oc1cccc(Cl)c1
[11] COc1ccc(N(C(=O)Cn2nnc(-c3ccc(Cl)cc3)n2)C(C(=O)NCC2CCCO2)c2ccc(C)cc2)cc1 (stereo unspecified)
[12] Cc1ccccc1CCN(CC(=O)NCc1ccc(F)cc1)C(=O)c1csnn1

screen / no.	7	8	9	10	11	12
UBC13 polyUb	55*	-5	0	-2	6	4
Apaf1 inhib	41*	13	1	6	22	-1
SENP8 block-2	-8	-5	6	-1	3	-2
SENP7 block	5	8	3	1	-3	-6
SENP8 block-1	0&-4	26	24	14	9	13
SENP6 block	-13	8	-10	-18	-7	14
A3G deaminase	-13	-3	-1	1	1	-7
SENP1 inh	-2&-4	0	2	1	0	4

[13] Cc1ccc(C(=O)NCCn2cc(SCC(=O)N3CCOCC3)c3ccccc32)cc1
[14] O=C1NC(=Nc2ccccc2)S/C1=C/c1cccs1
[15] O=C(NCCc1nc2ccccc2[nH]1)c1ccc(F)cc1
[16] CCOC(=O)c1c(/N=C/c2cccc(C)c2O)sc2c1CCN(C)C2
[17] Cc1ccc(CSC2=NCCN2S(=O)(=O)c2ccc(F)cc2)cc1
[18] O=C(COC(=O)c1ccc(Br)cc1)NCCN1C(=O)CSC1=O

screen / no.	13	14	15	16	17	18
UBC13 polyUb	12	-13	-11	14	-6	9
Apaf1 inhib	9	-300	5	-2	20	-3
SENP8 block-2	-4	59*	3	5	-2	2
SENP7 block	8	32	7	2	-11	1
SENP8 block-1	16	10	20	5	5	12
SENP6 block	-12	17	-16	-12	-27	-10
A3G deaminase	0	-5	2	1	2	-4
SENP1 inh	1	-2	-1	-28	1	0

One compound at a time, from the list above.
Cc1ccc(C(=O)NCCn2cc(SCC(=O)N3CCOCC3)c3ccccc32)cc1 reads UBC13 polyUb = 12; Apaf1 inhib = 9; SENP8 block-2 = -4; SENP7 block = 8; SENP8 block-1 = 16; SENP6 block = -12; A3G deaminase = 0; SENP1 inh = 1
CCOC(=O)c1c(/N=C/c2cccc(C)c2O)sc2c1CCN(C)C2 reads UBC13 polyUb = 14; Apaf1 inhib = -2; SENP8 block-2 = 5; SENP7 block = 2; SENP8 block-1 = 5; SENP6 block = -12; A3G deaminase = 1; SENP1 inh = -28
O=C(COC(=O)c1ccc(Br)cc1)NCCN1C(=O)CSC1=O reads UBC13 polyUb = 9; Apaf1 inhib = -3; SENP8 block-2 = 2; SENP7 block = 1; SENP8 block-1 = 12; SENP6 block = -10; A3G deaminase = -4; SENP1 inh = 0

More compounds
[19] CCN(CC)S(=O)(=O)c1ccc(-c2nnc(SCC(=O)Nc3ccc(OC)c(OC)c3)o2)cc1
[20] CC(=O)Nc1ccc(S(=O)(=O)N2CCC(C(=O)NCCC(=O)NCc3ccncc3)CC2)cc1
[21] CC(C)(C)NC(=O)CSc1nnc(C2CC2)n1Cc1ccccc1
[22] COCC1CCCCN1C(=O)CCCn1nnnc1CN1CCC(C)CC1 (stereo unspecified)
[23] Cc1oc(S(=O)(=O)N2CCCCC2)cc1NC(=O)Nc1ccccc1
[24] COc1cccc(C(=O)N2CCN(Cc3cccc(F)c3)CC2)c1

screen / no.	19	20	21	22	23	24
UBC13 polyUb	-5	-1	-15	5	8	-2
Apaf1 inhib	8	3	6	1	-9	0
SENP8 block-2	7	-6	-3	-4	0	-3
SENP7 block	9	12	-4	-9	3	3
SENP8 block-1	12	8	10	-2	1	10
SENP6 block	14	-16	-32	0	-11	-6
A3G deaminase	-1	-4	-5	-6	-3	-6
SENP1 inh	3	2	3	2	-1	1

[25] Cn1ncc(Cl)c1C(=O)NCc1cc(C(C)(C)C)n[nH]1
[26] CCOC(=O)c1c(NC(=S)NNS(=O)(=O)c2ccc(Br)cc2)sc2c1CCCCC2
[27] O=C(N/N=C/c1cc([N+](=O)[O-])ccc1O)c1cccc(N2CCCC2=O)c1
[28] Cn1c(=O)[nH]c(=O)c2c1nc(Br)n2C/C=N/NC(=O)c1ccccc1
[29] O=S(=O)(c1ccc(Cl)cc1)c1nc(-c2ccco2)oc1N1CCOCC1
[30] COc1ccc2c(c1OC)C(C1c3c(cc4c(c3OC)OCO4)CCN1C)OC2=O (stereo unspecified)

screen / no.	25	26	27	28	29	30
UBC13 polyUb	-3	-26	-29	2	0	5
Apaf1 inhib	1	13	2	-16	-22	3
SENP8 block-2	-3	-10	-5	1	1	-3
SENP7 block	1	12	-5	-10	-3	0
SENP8 block-1	26	-3	1	15	25	3
SENP6 block	-6	-6	-5	-8	0	-7
A3G deaminase	-3	-3	-4	-5	-3	3
SENP1 inh	0	-5	-15	4	1	-1

[31] OCCN1CCN(CC(O)COc2ccc(C34CC5CC(CC(C5)C3)C4)cc2)CC1 (stereo unspecified)
[32] Cc1cc(-c2nc(C)c(-c3nnc(SCC(=O)Nc4ccccc4)n3C)s2)no1
[33] Cc1ccc2c3c([nH]c2c1)C(=O)CC(C)(C)S3
[34] COc1cc(C(=O)N[C@@H](Cc2c[nH]c3ccccc23)C(=O)O)cc(OC)c1OC
[35] CCCc1cc(=O)[nH]c(SCC(=O)N2CCC(C(=O)OCC)CC2)n1
[36] COC(=O)C1=C(C)NC(=O)NC1c1cn(-c2ccccc2)nc1-c1cccs1 (stereo unspecified)

screen / no.	31	32	33	34	35	36
UBC13 polyUb	34	1	1	-2	-2	4
Apaf1 inhib	22	-1	2	2	2	5
SENP8 block-2	-1	-7	5	-2	-14	-5
SENP7 block	-9	-5	7	3	-3	0
SENP8 block-1	31	-423	-383	4	14	-1
SENP6 block	-9	-13	-13	-6	-18	-14
A3G deaminase	-2	1	-7	-7	-4	-5
SENP1 inh	-1	0	-147	-1	-2	-1

[37] O=C(c1cc(-c2cccc(Br)c2)nc2ccccc12)N1CCCC1
[38] COc1ccc(C2CC(=O)Oc3c(C(CCN4CCOCC4)c4cc(OC)c(OC)c(OC)c4)c(OC)cc(OC)c32)cc1 (stereo unspecified)
[39] Cc1ccc(NC(=O)COC(=O)C2CC2)cc1Cl
[40] O=C(CCCN1C(=O)C(c2ccccc2)Oc2cccnc21)NCCc1ccc(Cl)cc1 (stereo unspecified)
[41] O=C(O)c1ccc([N+](=O)[O-])c(CS(=O)(=O)c2ccc(Cl)cc2)c1
[42] COc1ccc(C)cc1NC(=O)CNC(=O)c1sc2ccccc2c1Cl

screen / no.	37	38	39	40	41	42
UBC13 polyUb	-6	16	19	-3	4	-6
Apaf1 inhib	18	32	-9	14	6	9
SENP8 block-2	0	2	-9	-6	-1	-12
SENP7 block	9	12	1	-4	5	-9
SENP8 block-1	8	5	4	0	4	4
SENP6 block	-7	-4	13	-2	4	-30
A3G deaminase	1	15	-6	-10	-5	-8
SENP1 inh	3	2	0	-2	-1	0

[43] O=C(CN1CCN(c2ccccc2)CC1)Nc1ccncc1
[44] COC(=O)[C@]1(C)N[C@H](c2ccc(-c3ccc(Cl)c(Cl)c3)cc2)[C@@H]2C(=O)N(C)C(=O)[C@@H]21
[45] COc1ccc(NC(=O)CC2SC(=O)NC2=O)cc1 (stereo unspecified)
[46] COc1cc2[nH]c(=O)n(CCC(=O)NCCC(C)C)c(=O)c2cc1OC
[47] CCC(=O)Nc1cccc(-c2nc3ccccc3c(=O)o2)c1
[48] Cc1ccc(NC(=O)c2cc(-c3ccccc3O)n[nH]2)cc1C

screen / no.	43	44	45	46	47	48
UBC13 polyUb	0	15	-6	-6	16	-12
Apaf1 inhib	-5	23	0	1	0	7
SENP8 block-2	-1	-4	1	2	-13	-14
SENP7 block	4	-2	10	0	-11	-12
SENP8 block-1	1	18	8	-147	5	11
SENP6 block	1	-20	7	-2	-19	-12
A3G deaminase	-1	-4	-3	0	-3	-2
SENP1 inh	-1	2	2	3	2	-1

Taken from above:
Result for Cc1ccc(CSC2=NCCN2S(=O)(=O)c2ccc(F)cc2)cc1 in UBC13 polyUb: -6
Result for OCCN1CCN(CC(O)COc2ccc(C34CC5CC(CC(C5)C3)C4)cc2)CC1 (stereo unspecified) in SENP8 block-1: 31
Result for CCCc1cc(=O)[nH]c(SCC(=O)N2CCC(C(=O)OCC)CC2)n1 in SENP8 block-1: 14

More compounds follow.
[49] Cc1[nH]cnc1CN1CCc2c(c3ccccc3n2C)C1=O
[50] O=C(C1=C[C@H](c2coc3ccccc3c2=O)C[C@H](OCCCCO)O1)N1CCN(Cc2ccccc2)CC1
[51] Cc1cc(NC(=O)C2CCCC2)n(-c2nc3ccccc3[nH]2)n1
[52] C=CC(=O)Nc1ccc(Nc2nc(NC3CCC(N(C)C)CC3)nc3c2ncn3C(C)C)cc1 (stereo unspecified)
[53] COc1ccccc1NC(=O)c1cc(C)nc2ccccc12
[54] CC(C)(C)C(=O)Nc1ccc(C(=O)NNC(=O)c2ccccc2)cc1

screen / no.	49	50	51	52	53	54
UBC13 polyUb	-4	10	-5	14	-16	-2
Apaf1 inhib	33	10	-7	46*	5	-5
SENP8 block-2	12	-10	-1	1	-7	0
SENP7 block	17	1	-8	9	-2	-5
SENP8 block-1	84*	15	1	13	6	6
SENP6 block	21	-5	9	8	-15	-26
A3G deaminase	-7	-10	-7	2	-6	-5
SENP1 inh	1	-2	2	0	4	1

[55] O=C(O)c1ccccc1NS(=O)(=O)c1ccc(NN=Cc2ccc(F)cc2)c([N+](=O)[O-])c1
[56] CC1CN(S(=O)(=O)c2ccc(C(=O)Nc3nc(-c4cc5ccccc5o4)cs3)cc2)CC(C)O1 (stereo unspecified)
[57] CCCOc1cccc(C2/C(=C(/O)c3ccccc3)C(=O)C(=O)N2CCN(C)C)c1 (stereo unspecified)
[58] O=C(CNC(=O)c1ccc(Cl)cc1Cl)OCC(=O)N1CCCC1=O
[59] O=C(C[C@@H]1C/C=C/CC[C@H](Cc2ccc(F)cc2)C(=O)O[C@H](c2ccccc2)CNC1=O)NCCO
[60] CCOc1ccccc1Oc1coc2cc(OC)ccc2c1=O

screen / no.	55	56	57	58	59	60
UBC13 polyUb	-47	-1	-2	1	-7	5
Apaf1 inhib	2	-21	-2	-5	11	6
SENP8 block-2	8	-5	5	5	-17	-3
SENP7 block	3	1	5	5	-3	6
SENP8 block-1	29	-63	20	6	12	18
SENP6 block	33	2	13	5	-9	8
A3G deaminase	-3	-6	-5	-6	-9	2
SENP1 inh	3	-12	1	0	1	0
